Screens as filed in PubChem.
TDP1 cell CPT = qHTS for Inhibitors of human tyrosyl-DNA phosphodiesterase 1 (TDP1): qHTS in cells in presence of CPT; AID 686979, 2013; Potency, µM (doses to about 46.2 µM), for the others: at the highest dose activity change, negative = growth inhibition, hits mostly inhibitors; 12% of 420,000 active; chicken DT40 Tdp1-/-;hTDP1 cells + 20 nM CPT, ATP luminescence, 48 h; note: nearly all actives have a fitted effect of over 55% in size
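Cell growth measured by CellTiter-Glo luminescence after a minimum 48 h, 37 C compound exposure with 20 nM CPT in Tdp1-knockout DT40 cells stably expressing hTDP1, seeded 400/well; qHTS titration format.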
GCN5L2 inh = qHTS Assay for Inhibitors of GCN5L2 | Histone acetyltransferase KAT2A (Homo sapiens), Q92830 | GCN5L2 HAT assay, ThioGlo1 CoA-SH fluorescence | Potency, µM (doses to about 58.9 µM), inactives show at the top dose activity change, negative = inhibition, usual class: inhibitors | 0.21% of 390,000 active | AID 504327, 2011
Target sequence (Q92830 whole entry, looked up): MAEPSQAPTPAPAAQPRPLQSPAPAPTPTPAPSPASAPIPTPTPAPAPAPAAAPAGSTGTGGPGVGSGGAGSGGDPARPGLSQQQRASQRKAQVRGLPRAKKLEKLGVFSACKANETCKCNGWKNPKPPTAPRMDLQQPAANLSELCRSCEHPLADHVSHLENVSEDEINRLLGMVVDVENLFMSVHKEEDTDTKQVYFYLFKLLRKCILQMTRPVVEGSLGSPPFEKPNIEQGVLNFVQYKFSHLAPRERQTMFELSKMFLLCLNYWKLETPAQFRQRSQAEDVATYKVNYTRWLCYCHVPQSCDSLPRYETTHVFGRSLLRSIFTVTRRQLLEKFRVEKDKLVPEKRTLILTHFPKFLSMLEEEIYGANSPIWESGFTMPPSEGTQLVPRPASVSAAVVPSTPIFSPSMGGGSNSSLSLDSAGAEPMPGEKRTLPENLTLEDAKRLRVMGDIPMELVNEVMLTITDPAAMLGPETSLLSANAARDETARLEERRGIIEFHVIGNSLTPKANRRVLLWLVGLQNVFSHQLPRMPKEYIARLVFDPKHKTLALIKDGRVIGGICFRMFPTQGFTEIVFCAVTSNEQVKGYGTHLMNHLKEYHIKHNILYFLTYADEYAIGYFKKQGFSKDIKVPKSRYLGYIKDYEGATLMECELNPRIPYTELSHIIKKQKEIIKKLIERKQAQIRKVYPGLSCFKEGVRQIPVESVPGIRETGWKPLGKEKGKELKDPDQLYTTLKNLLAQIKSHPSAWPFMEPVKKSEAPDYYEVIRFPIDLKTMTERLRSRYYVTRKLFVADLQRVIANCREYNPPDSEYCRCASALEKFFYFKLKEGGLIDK
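Enzyme at 20nM final was mixed with library compounds for 15 min at room temperature. Peptide H3(1-25) at 75uM, acetyl-CoA at 70uM and ThioGlo1 at 50uM were then added. Plates were read immediately and after 20 min (Ex340nm/Em540nm).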
DT40 TDP1 no CPT = qHTS for Inhibitors of human tyrosyl-DNA phosphodiesterase 1 (TDP1): qHTS in cells in absence of CPT | DT40 Tdp1-/- hTDP1 cells, no CPT, ATP luminescence, 48 h | Potency, µM (series often up to 46.2 µM), without a hit: at the top dose activity change, negative = growth inhibition, most hits filed as inhibitors | 15% of 420,000 active; note: nearly all actives have a fitted effect of over 55% in size
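Chicken DT40 Tdp1-/- cells stably complemented with human TDP1 were seeded at 400 cells/well with DMSO in place of 20 nM camptothecin. After compound pinning, cells grew at least 48 hr at 37 °C; viability read by CellTiter-Glo luminescence.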
* marks the source's active call; other numbers are inactive results; ? = inconclusive; · = not tested or not shown; [ ] = dose if it differs, or a comment. Calls come from the whole dose curve; as a rule, active = well fitted curve in the direction sought with a large enough effect; inconclusive = small, poorly fitted or top-dose-only effect, or another doubt; inactive = no such curve, though single readings can be large; an effect the other way counts as inactive or inconclusive. % is set by controls: 0 for no effect and ±100 for the full control effect; potency is the fitted concentration of half-maximal effect.

SMILES	TDP1 cell CPT	GCN5L2 inh	DT40 TDP1 no CPT
COc1ccc2cc(-c3[nH]ncc3CNCCn3nc(C)cc3C)ccc2c1	?	-9%	?
CCCCCCCCCCCC(=O)c1c(O)cccc1O	?	-16%	?
COc1ccc(CNC(=O)Cc2ccc(NC(=O)N3CCCCc4ccccc43)cc2)cc1	?	-15%	23µM*
CCc1ccc(S(=O)(=O)c2nnn3c2nc(N(C)Cc2ccccc2)c2cc(Cl)ccc23)cc1	-3%	0%	-7%
NNC(=O)CN1CCN(c2ncc(C(F)(F)F)cc2Cl)CC1	-18%	-10%	-26%
Cc1ccccc1NC(=O)c1sc2nc(-c3ccncc3)ccc2c1N	-88%	-9%	16µM*
Cc1oc(-c2cccc(F)c2)nc1CN(Cc1ccccc1)C[C@@H]1CCC(=O)N1	0%	-18%	?
COc1nc(Nc2ccc3c(c2)OCO3)nc(OC)n1	-11%	-1%	6%
COCc1cc(=O)[nH]c(Nc2nc3ccc(C)cc3o2)n1	4.6µM*	-1%	4.6µM*
CCN(CC)c1ccc(/C=C2/C(=O)c3ccc(C(=O)O)cc3C2=O)cc1	17%	-13%	8%
Nn1c(SC/C=C/c2ccccc2)nnc1-c1ccncc1	-8%	·	-7%
Cc1ccc(NC(=O)c2c(C)oc3ccc(O)c(CN4CCOCC4)c23)cc1	?	2%	?
CCOc1ccc(NC(=O)c2sc3nc(-c4ccc(OC)cc4)cn3c2C)cc1	16µM*	-3%	7.3µM*
CCC1CN(C(=O)Nc2cc(C)ccc2OC)c2cc(Cl)ccc2O1 (stereo not given)	?	-19%	-53%
NNC(=O)c1cccc(COCC(F)(F)C(F)F)c1	-1%	-11%	0%
COC(=O)c1ccc(NC(=O)C2(S(=O)(=O)c3ccc(C)cc3)CC2)cc1	5%	-6%	-20%
CCOc1ccc(CCNC(=O)COC(=O)c2ccc[nH]c2=O)cc1OCC	-3%	-1%	2%
CCCC(=O)Nc1c(-c2ccc(C)cc2)c(=O)c2ccccc2n1C	-1%	-1%	-1%
CCN(CC)c1ccc(/C=N/N2CCN(c3ccccn3)CC2)cc1	7%	-16%	8%
COc1ccc(-c2nnn3c2nc(NCc2ccc(C)cc2)c2ccccc23)cc1	15%	1%	2%
C=CCn1c(SCC(=O)NCC2CCCO2)nc2sc(C)c(C)c2c1=O (stereo not given)	-26%	-8%	-25%
CN(CC(=O)Nc1ccc(C#N)cc1)CC(=O)Nc1ccc(N2CCOCC2)cc1	4%	0%	-31%
COc1cccc(Cn2c(=O)c(C)nc3cnc(Nc4ccccc4)nc32)c1	5%	-4%	?
c1ccc2nc(C3=NCCN3)cnc2c1	0%	-10%	-6%
CNc1nnc(-c2ccc(C)cc2)c2ccccc12	?	-11%	?
SMILES	TDP1 cell CPT	GCN5L2 inh	DT40 TDP1 no CPT
CCCC(=O)N(CC(=O)Nc1sc(C)c(C)c1C(N)=O)Cc1ccccc1	12µM*	-3%	6.5µM*
CCCCNC(=S)NNC(=O)C12CC3CC(CC(C3)C1)C2	-17%	-6%	-14%
Cc1cccc(C(=O)N2CCc3cc(CNS(=O)(=O)c4cccs4)ccc32)c1	23µM*	-10%	21µM*
CC(=O)c1ccc(NC(=O)CCC(=O)N2CC(C)Oc3ccc(C)cc32)cc1 (stereo not given)	?	-22%	-14%
CCN1CCN(S(=O)(=O)c2ccc(Cl)c(C(=O)NC3CCCC3)c2)CC1	6%	2%	6%
Cc1c(C(=O)OCC(=O)N2CC(C)CC(C)C2)oc2ccccc12 (stereo not given)	?	1%	?
CCOC(=O)Cc1csc(NC(=O)/C=C/c2ccco2)n1	-11%	4%	-11%
C/C(=N\NC(=O)Cc1cccn1C)c1ccco1	-27%	-2%	1%
Cc1ccccc1C(=O)NC1(C(F)(F)F)N=C(c2ccccc2)N(Cc2ccccc2)C1=O (stereo not given)	23µM*	-11%	23µM*
CCN(CC)C(=O)C1CCN(Cc2ccc(OCc3ccccc3)cc2)CC1	-29%	-3%	-22%
O=C(/C=C/c1ccc(F)cc1)Nc1ccc(S(=O)(=O)N2CCOCC2)cc1	?	-19%	-5%
Cc1ccc(SC(C)c2nc(-c3ccncc3)no2)cc1 (stereo not given)	?	2%	?
COc1ccc(OC)c(NC(=O)COC(=O)[C@H](Cc2ccccc2)NC(=O)c2ccco2)c1	-8%	-2%	11%
CN(C(=O)CC1C(=O)NCCN1Cc1ccccc1F)C1CCOCC1 (stereo not given)	-1%	-2%	2%
NC(=O)c1nsc(C(=O)N(c2cccc(O)c2)C(C(=O)NC2CCCC2)c2ccc(Cl)cc2)c1N (stereo not given)	4%	-8%	?
O=C(NCCCN1CCOCC1)c1ccc(Cl)c([N+](=O)[O-])c1	7%	·	-3%
CCN1CCN(S(=O)(=O)c2ccc(Cl)c(C(=O)N(C)Cc3ccco3)c2)CC1	?	-2%	?
COc1ccccc1-c1cncnc1NCc1cccc(C)c1	?	-7%	21µM*
O=C(NCC(=O)N1CCOCC1)c1ccc(Br)o1	?	-1%	-12%
Nc1ccc(N2CCN(CCCCN3C(=O)C4CCCN4C3=O)CC2)cc1 (stereo not given)	-12%	-3%	-8%
C#Cc1cccc(C(=O)NCc2nc(-c3cccc(NC(=O)c4ccccn4)c3)oc2C)c1	?	·	23µM*
COc1ccc(/C=C/C(=O)N2CCc3c(cnc(C)c3CNS(=O)(=O)c3cccs3)C2)cc1	0%[9.04 µM]	·	?
Cc1ccc(C[n+]2cc(-c3ccc(Cl)cc3)n3c2CCC3)cc1	5.2µM*	2%	2.3µM*
Cc1nnc(SCC(=O)Nc2nc(-c3ccc(F)cc3)cs2)[nH]c1=O	-1%	-9%	-1%
Cc1cc(NC(=O)CSc2nc3ccsc3c(=O)n2NC(=O)c2ccccc2)no1	-33%	1%	-5%

Fetched by structure from above (2):
SMILES	TDP1 cell CPT	GCN5L2 inh	DT40 TDP1 no CPT
Cc1ccc(SC(C)c2nc(-c3ccncc3)no2)cc1 (stereo not given)	?	2%	?
Cc1cccc(C(=O)N2CCc3cc(CNS(=O)(=O)c4cccs4)ccc32)c1	23µM*	-10%	21µM*

Part of the list above, with two lines to a compound.
Order of values – TDP1 cell CPT, GCN5L2 inh, DT40 TDP1 no CPT
> CN(C(=O)CC1C(=O)NCCN1Cc1ccccc1F)C1CCOCC1 (stereo not given)
→ -1%, -2%, 2%
> NC(=O)c1nsc(C(=O)N(c2cccc(O)c2)C(C(=O)NC2CCCC2)c2ccc(Cl)cc2)c1N (stereo not given)
→ 4%, -8%, ?
> O=C(NCCCN1CCOCC1)c1ccc(Cl)c([N+](=O)[O-])c1
→ 7%, ·, -3%
> CCN1CCN(S(=O)(=O)c2ccc(Cl)c(C(=O)N(C)Cc3ccco3)c2)CC1
→ ?, -2%, ?
> COc1ccccc1-c1cncnc1NCc1cccc(C)c1
→ ?, -7%, 21µM*
> O=C(NCC(=O)N1CCOCC1)c1ccc(Br)o1
→ ?, -1%, -12%
> Nc1ccc(N2CCN(CCCCN3C(=O)C4CCCN4C3=O)CC2)cc1 (stereo not given)
→ -12%, -3%, -8%

Carrying on.
SMILES	TDP1 cell CPT	GCN5L2 inh	DT40 TDP1 no CPT
CCOC(=O)C1(C)C=C(Nc2ccc(C)cc2)C(=O)N1c1ccc(C)cc1 (stereo not given)	?	-6%	?
CC1CCCCN1S(=O)(=O)c1ccc2c(c1)CCN2C(=O)C1CCC1 (stereo not given)	?	-12%	?
CCc1ccc(C(=O)COC(=O)c2ccc(Cl)nc2)cc1	-16%	-7%	-27%
COC(=O)C1C(O)=C(C=NC2CCCCC2)C(=O)CC1(C)C (stereo not given)	-2%	-2%	-22%
CCCCCC(CC(=O)NO)C(=O)NC(C(=O)N1CCCC1CO)C(C)C (stereo not given)	2.6µM*	1%	1.8µM*
Cc1ccc(-c2ccc(C)c(N)c2C)c(C)c1N	-26%	-5%	-20%
CCN(CC)C(=O)c1ccc(-c2nnc(Nc3cccc(O)c3)c3ccccc23)cc1	?	-19%	?
COCCN1C(=O)N[C@@H](c2cccc(C(F)(F)F)c2)[C@H](C(C)=O)[C@H]1C	-22%	·	-23%
COCCCNC(=O)C1CCN(Cc2cc3ccccc3n2Cc2ccccc2C)CC1	?	2%	?
COC(C[C@H](O)C[C@H](O)[C@H](C)OCc1ccccc1)OC	2%	2%	-1%
C/C(=N\NC(=O)CNc1cccc(Cl)c1C)C1CC1	-5%	2%	0%
CC1CCC(NC(=O)Cn2c(=O)oc3ccccc32)CC1 (stereo not given)	-2%	-9%	4%
O=C(N/N=C/c1ccc(Br)o1)c1cccnc1	-12%	-8%	-19%
OCCC1CN(Cc2cccc3c2OCO3)CCN1Cc1ccccc1 (stereo not given)	-1%	-4%	-28%
CN(C)CCCN(C(=O)c1cc(-c2cccs2)nc2ccccc12)c1nc2ccc(F)cc2s1	23µM*	-19%	13µM*
COc1ccc(N2CCN(CCCNC(=O)C3COc4ccc(OC)cc4C3)CC2)cc1 (stereo not given)	15µM*	0%	21µM*
CS(=O)(=O)c1ccc2nc(NC(=O)c3ccc(N4CCCC4=O)cc3)sc2c1	-2%	-4%	-1%
CCOc1ccc(NC(=O)CN(Cc2ccccc2)S(C)(=O)=O)cc1	-14%	-8%	-8%
COc1ccccc1NC(=O)c1cc(S(=O)(=O)NCCC2=CCCCC2)ccc1F	23µM*	-5%	?
COc1cccc(-n2c(=O)c3c(C)c(C)sc3n(CC(=O)NCc3ccc(C)cc3)c2=O)c1	-3%	-1%	1%
Cc1ccc(CNC(=S)N2CCOCC2)cc1	-8%	0%	-6%
O=C(NCCc1ccccc1)C1CCN(S(=O)(=O)N2CCC3(CC2)OCCO3)CC1	-3%	-5%	-13%
CCCCCN(C(=O)CCC(=O)OCC(=O)c1ccc(F)c(F)c1)c1c(N)n(CCCC)c(=O)[nH]c1=O	-13%	1%	4%
COc1ccc(CNCC(O)(c2ccccc2)c2ccc(F)cc2)cc1 (stereo not given)	21µM*	-10%	15µM*
COc1ccc(-c2noc(CSc3nnc(C)n3-c3ccc(C)cc3)n2)cc1	?	1%	?

Complete entries, looked up by structure.
CCN(CC)C(=O)c1ccc(-c2nnc(Nc3cccc(O)c3)c3ccccc23)cc1 across the screens: TDP1 cell CPT: ?; GCN5L2 inh: -19%; DT40 TDP1 no CPT: ?
CC1CCC(NC(=O)Cn2c(=O)oc3ccccc32)CC1 (stereo not given) across the screens: TDP1 cell CPT: -2%; GCN5L2 inh: -9%; DT40 TDP1 no CPT: 4%
